# NCI-60 one-dose screen, 48 h, at 10 µM unless noted. Numbers give growth in % (100 = growth as untreated, 0 = no growth, -100 = all killed).
# SN12C – SN12C renal cancer cells. 81,000 tested, 3.8% active. AID 1794767
# DU-145 – DU-145 prostate cancer; AID 1794760; 81,000 tested, 4.2% active
# SF-268 – SF-268 CNS cancer cells; 82,000 tested, 3.1% active; AID 1794759
# U251 – U251 CNS tumor cells; 80,000 tested, 5.4% active
# UO-31 – UO-31 renal cancer | 81,000 tested, 5.2% active
# SF-295 – SF-295 CNS cancer cells; AID 1794758; 79,000 tested, 5.6% active
# SF-539 – SF-539 CNS cancer; 81,000 tested, 6.8% active; AID 1794752
# 786-0 – 786-0 renal cancer cells. 81,000 tested, 5.1% active. AID 1794775
# PC-3 – PC-3 prostate cancer cells; 80,000 tested, 3.9% active
# Active calls of the source: *; x = no result given; & = joins results of further samples. How the source made its calls: active means growth percent below 10; inactive means the rest.
item	SMILES	SN12C	DU-145	SF-268	U251	UO-31
1	CCN(CC)CCNC(=O)c1ccccc1C(=O)c1ccccc1	99	108	108	91	84
2	Clc1ccc(C2CC(c3ccc(Nc4ccnc5cc(Cl)ccc45)cc3)=NN2c2ccccc2)cc1 (stereo unspecified)	80	95	89	79	75
3	CN(CCCNC(=O)CCOCCOCCOCCNC(=O)Cc1ccc2ccc3cccc4ccc1c2c34)CCCNc1cc(-c2ccc3ccccc3c2)nc2ccccc12	-75*	-96*	-83*	-71*	-73*
4	CCN(CC)CCOC(=O)C(c1ccccc1)(c1ccccc1)C(C)C	88	99	86	87	52
5	O=C(CSc1nnc(-c2ccc3nc(-c4ccccc4)[nH]c3c2)o1)Nc1ccccc1	96	104	102	103	86
6	C=CCN=C(N)SCCCCCCSC(N)=NCC=C	97	107	95	87	81
7	C/C(C/C(C)=N/c1c(N)c(=O)n(C)c(=O)n1C)=N/c1c(N)c(=O)n(C)c(=O)n1C	98	109	102	102	92
8	CCOC(=O)/C=C/c1cccc2c1C(=O)NC(C)(c1cc3cc(Cl)ccc3oc1=O)N2 (stereo unspecified)	32	38	45	34	12
9	COc1cccc(Cn2cc(C(=O)Nc3cccnc3Nc3ccc(F)cc3)nn2)c1	103	101	87	91	74
10	C/C(=N\NC(=O)CC#N)c1cc2cc(Cl)ccc2o1	93	103	102	89	108
11	CCCCCCCCCCCCCCCCOP(=O)([O-])OCC[N+](C)(C)C	34	82	33	8.3*	19
12	CC(C)(C)N1Oc2cnccc2C1c1ccccc1 (stereo unspecified)	105	111	101	102	75

item	SF-295	SF-539	786-0	PC-3
1	104	102	104	90
2	95	92	95	86
3	-71*	-99*	-86*	-94*
4	91	107	x	69
5	97	97	89	96
6	97	100	92	69
7	109	92	97	99
8	19	39	31	17
9	101	94	106	95
10	100	83	105	92
11	28	56	49	-22*
12	101	98	99	101

# Structures listed so far containing sulfur, in the order listed:
item	SMILES	SN12C	DU-145	SF-268	U251	UO-31
5	O=C(CSc1nnc(-c2ccc3nc(-c4ccccc4)[nH]c3c2)o1)Nc1ccccc1	96	104	102	103	86
6	C=CCN=C(N)SCCCCCCSC(N)=NCC=C	97	107	95	87	81

item	SF-295	SF-539	786-0	PC-3
5	97	97	89	96
6	97	100	92	69

# More records follow.
item	SMILES	SN12C	DU-145	SF-268	U251	UO-31
13	O=C(O)[C@@H]1CCCC[C@@H]1Cl	108	96	99	99	95
14	COc1cccc(Cl)c1[N+](=O)[O-]	105	124	92	98	93
15	Cc1ccc(Nc2ncnc3c2sc2nc(C)cc(C)c23)cc1	97	101	91	106	82
16	COCOc1ccc(/C=C/C(=O)NC(Cc2ccccc2)C(O)C(=O)NCc2ccccc2)cc1OCOC (stereo unspecified)	90	106	98	88	91
17	COc1ccc2c(c1)C(C)Cc1c(N(C)C)ncnc1N2C (stereo unspecified)	44	54	46	28	57
18	COc1cc(C)cc(C(O)Cc2cccc(-c3ccc(N(c4ccccc4)c4ccccc4)cc3)n2)c1 (stereo unspecified)	84	101	90	68	56
19	O=C1c2cccnc2C(=O)c2c1c(C(=O)OCCN1CCCCC1)c1ccccn21	-69*	-90*	-20*	-30*	-13*
20	O=C(NCCCl)Nc1ccc2c(ccn2C(=O)c2cccc(F)c2)c1	100	90	105	98	82
21	CCCCc1oc2ccc([N+](=O)[O-])cc2c1C(=O)c1ccc(C#Cc2ccc(CC)cc2)cc1	92	108	100	101	76
22	C/C(O)=C(/N=Nc1ccc(-c2nc3ccc(C)c(S(=O)(=O)O)c3s2)cc1)C(=O)Nc1ccccc1	86	101	93	106	72
23	CC1SC(c2c(Cl)cccc2Cl)N(NC(=O)c2[nH]c3ccc(F)cc3c2-c2ccccc2)C1=O (stereo unspecified)	34	24	44	11	-18*
24	Nc1ccc(S(=O)(=O)O)c2ccccc12	103&96	119&106	104&109	101&101	106

item	SF-295	SF-539	786-0	PC-3
13	139	100	98	102
14	106	101	110	87
15	x	105	104	88
16	101	101	104	94
17	9.2*	6.2*	33	26
18	104	99	92	60
19	-37*	x	-46*	9.3*
20	89	99	82	91
21	100	103	106	91
22	104	97	97	107
23	6.7*	71	34	32
24	103&112	110&107	101&113	91&105

# (more compounds)
item	SMILES	SN12C	DU-145	SF-268	U251	UO-31
25	O=C1c2ccccc2C(=O)c2c(N=Nc3sc(=O)[nH]c3S)cccc21	100	103	97	92	89
26	O=C(/C=C/Nc1nnc(SCc2ccccc2)s1)c1cc2cc(Br)ccc2oc1=O	103	105	94	95	83
27	Cc1ccc(-c2cc3nc(C(Cl)Cl)nc(C)n3n2)cc1	113	97	106	108	81
28	COc1ccc(NC(=O)Cn2cccc(NC(=O)OCc3ccccc3)c2=O)cc1	95	116	112	95	86
29	CC(=O)[C@@]1(O)CCC2C3C=C(Cl)C4=CC(=O)[C@@H]5CC5[C@]4(C)C3CC[C@@]21C (stereo partly specified)	104	114	107	98	82
30	CC(=O)OCC(=O)[C@@]1(O)[C@H](OC(C)=O)CC2C3CCC4=CC(=O)C=C[C@]4(C)[C@@]3(F)[C@@H](O)C[C@@]21C (stereo partly specified)	61	112	106	107	77
31	COCc1c(C#N)c(Cl)nc(C)c1[N+](=O)[O-]	105	108	97	99	88
32	CN(C)CN1C(=O)c2ccccc2C1=O	104	107	107	99	88
33	CON(C)N=Nc1ccc(C(N)=O)cc1	111	115	112	95	87
34	COCCOCCOCc1cc2c(cc1Br)OCO2	x	111	101	98	86
35	O=C(c1ccccc1)N(C(=S)NCCc1ccc(Cl)cc1)c1ccc(Cl)cc1	66	29	33	48	59
36	Cc1ccc([N+](=O)[O-])cc1NS(=O)(=O)c1ccccc1	90	101	104	102	81

item	SF-295	SF-539	786-0	PC-3
25	97	107	107	90
26	105	104	115	75
27	108	98	104	98
28	101	100	105	97
29	102	110	97	93
30	122	x	105	97
31	100	94	99	81
32	101	93	94	92
33	108	107	100	100
34	101	97	100	91
35	68	37	57	66
36	104	109	103	90

# Next records
item	SMILES	SN12C	DU-145	SF-268	U251	UO-31
37	COc1ccc(NC(=O)c2ccc(/C=C/C(=O)c3ncc[nH]3)cc2)cc1	71	34	72	19	48
38	O=C(Cn1cc(CSc2nc3ccccc3o2)nn1)Nc1ccc([N+](=O)[O-])cc1	102	108	92	98	79
39	Cc1ccc2[nH]c(-c3ccc(S(C)(=O)=O)cc3)c(/C=N/NC(N)=S)c2c1	106	112	107	94	80
40	CC(=O)CC(=O)OC1CCCCC1C (stereo unspecified)	99	102	99	99	98
41	CC(C)(O)C(Br)(Br)Br	106	117	117	102	88
42	COc1cc(C2CC(=O)Nc3c2c(C)nn3-c2nc3ccccc3[nH]2)cc(OC)c1OC (stereo unspecified)	91	119	112	102	97
43	COc1cncc(-c2ccc3ncnc(N4CCc5ccc(Cl)cc54)c3c2)n1	112	114	116	106	102
44	CN(C)C/C=C/C(=O)Nc1cc2c(Nc3cccc(Cl)c3F)ncnc2cc1OCCOC(F)F	13	31	42	50	16
45	O=C1c2ccccc2C(=O)C2OC12 (stereo unspecified)	102	109	107	100	62
46	CNC(=O)c1[nH]cc(-c2ccccc2)c1-c1ccccc1O	94	110	89	100	77
47	Cc1c(C(=O)NCc2ccccc2)[n+](=O)c2cc(F)ccc2n1[O-]	103	100	111	102	39
48	Nc1c(C(=O)Nc2ccncc2)sc2nc3c(cc12)CCCCC3	79	89	100	84	67

item	SF-295	SF-539	786-0	PC-3
37	88	64	67	92
38	102	101	99	92
39	106	101	106	91
40	88	85	104	95
41	x	90	99	114
42	x	x	110	75
43	105	107	112	106
44	55	37	18	40
45	100	105	104	89
46	101	95	96	94
47	88	103	101	82
48	72	73	79	84

# In the list so far, 2 contain a furan ring, fused or not:
item	SMILES	SN12C	DU-145	SF-268	U251	UO-31
10	C/C(=N\NC(=O)CC#N)c1cc2cc(Cl)ccc2o1	93	103	102	89	108
21	CCCCc1oc2ccc([N+](=O)[O-])cc2c1C(=O)c1ccc(C#Cc2ccc(CC)cc2)cc1	92	108	100	101	76

item	SF-295	SF-539	786-0	PC-3
10	100	83	105	92
21	100	103	106	91

# (continued)
item	SMILES	SN12C	DU-145	SF-268	U251	UO-31
49	O=S(=O)(c1ccccc1)c1nnc(Cc2ccc3ccccc3c2)n1CCCc1cnc[nH]1	102	106	94	92	87
50	Cc1ccc2oc3ccccc3c(=O)c2c1	96	109	103	95	95
51	CN(C)c1ccc(C=O)c(Oc2ccccc2)c1	96	115	102	94	108
52	COc1cc(C2CC(=O)Nc3c2c(C)nn3-c2nc3ccccc3[nH]2)cc2c1OCO2 (stereo unspecified)	98	106	98	106	72
53	O=C(Cn1nc(-c2ccccc2)ccc1=O)NNC(=S)NC1CCCCC1	101	117	113	102	81
54	CC(CS)CS	92	109	101	94	95
55	COc1cccc(/C=C2\COc3ccc(-c4ccccc4)cc3C2=O)c1	31	-40*	4.2*	-56*	-38*
56	O=c1c2cc(F)cc(F)c2sc2c(NCc3ccccc3)nc3ccccc3c12	100	101	93	95	80
57	COC1=C(NCc2ccc3c(c2)OCO3)C(=O)C(OC)=C(NCc2ccc3c(c2)OCO3)C1=O	91	109	105	98	71
58	Fc1ccccc1[C@H]1Nc2c(ccc3ncccc23)[C@H]2C=CC[C@H]21	92	96	92	89	73
59	COC(=O)/C=C/c1cccc2c1C(=O)NC(C)(c1cc3ccccc3oc1=O)N2 (stereo unspecified)	74	63	82	58	31
60	COc1cccc(NC(C)=O)c1	102	101	96	92	88

item	SF-295	SF-539	786-0	PC-3
49	94	105	78	90
50	x	91	108	96
51	78	115	95	87
52	57	99	96	98
53	101	97	105	96
54	104	106	103	101
55	-45*	-30*	-45*	19
56	97	102	97	97
57	101	105	104	96
58	66	84	93	61
59	85	73	59	59
60	99	97	94	106

# Following part.
item	SMILES	SN12C	DU-145	SF-268	U251	UO-31
61	CCCCCCCCCCCO	90	112	97	92	88
62	C=C(Cl)CNC	100	106	96	99	80
63	CCCSc1nc(N)nc2nc[nH]c12	98	119	108	107	94
64	CC1(C)CC[C@]23CC[C@]4(C)[C@H](CC[C@@H]5[C@@]6(C)C/C(=C/c7ccco7)C(=O)C(C)(C)[C@@H]6CC[C@]54C)[C@H]2[C@H]1OC3	105	110	101	99	95
65	CCCCCCCCCc1ccc(OC(C)=O)cc1	100	103	101	98	96
66	CCC(/C=N\O)CC	102	106	99	97	94
67	Cc1ccc(S(=O)(=O)N(CCCc2c(C)nc(N)nc2N(C)C)c2ccccc2)cc1	83	86	88	85	53
68	O=C(O)c1cc2c([nH]c3ccc(F)cc32)c(=O)s1	92	102	90	89	64
69	COc1cccc(C2N(c3cccc(Cl)c3)C(=O)N3CCCN23)c1 (stereo unspecified)	98	119	114	x	101
70	CCN(CC)S(=O)(=O)c1ccc(O)c(NC(=O)c2sc3cc(F)ccc3c2Cl)c1	119	131	120	109	83
71	COc1cc2c3c([nH]c(=O)c2cc1OC)CCCC3	96	101	96	90	101
72	Cc1ccc2nc(COc3ccc(C(=O)NNC(=O)Nc4ccc(Cl)c(Cl)c4)cc3)[nH]c2c1	103	104	105	13	87

item	SF-295	SF-539	786-0	PC-3
61	91	93	84	95
62	101	111	119	81
63	120	96	97	99
64	100	102	107	100
65	97	93	101	94
66	103	96	105	102
67	63	112	79	68
68	96	87	97	x
69	85	114	101	96
70	142	119	101	x
71	91	100	101	88
72	99	59	101	85

# New compounds follow:
item	SMILES	SN12C	DU-145	SF-268	U251	UO-31
73	O=C(NNC(=O)N1c2ccccc2C=Cc2ccccc21)c1ccc(Cl)cc1	93	110	95	105	87
74	NC(=O)c1cccc[n+]1[O-]	99	114	117	86	103
75	COc1ccc(-c2nc(N=Nc3c(O)[nH]c4ccccc34)nc(N3CCOCC3)c2C#N)cc1	73	64	62	38	85
76	Cc1nc(O)c(C)c(=O)[nH]1	110	104	102	101	85
77	C1=Cc2ccccc2N(c2nnc(Cc3ccccc3)o2)c2ccccc21	90	107	80	103	79
78	Cc1cc2nn(Cc3ccccc3)c(C(=O)OC(C)C)c2cc1C	x	89	99	79	69
79	O=C1/C=C/[C@@H](O)[C@@H]2C[C@@H](O)C[C@H]2/C=C/CCC[C@H](C(F)(F)F)O1	4.4*	28	18	x	-6.8*
80	CC(CN1CCCCC1)SSC(C)CN1CCCCC1 (stereo unspecified)	108	112	108	97	82
81	O=C1c2cc(Br)ccc2Oc2cc([N+](=O)[O-])ccc2N1c1ccc(F)cc1F	93	93	73	82	75
82	O=C(NN1C(=O)CSC1c1cccc([N+](=O)[O-])c1)c1ccc(NC(=O)c2ccccn2)cc1 (stereo unspecified)	97	94	96	106	94
83	CC1(C)CC(=O)C2=C(C1)Nc1cc3c(cc1C2c1ccc(Cl)cc1)OCO3 (stereo unspecified)	92	103	83	85	62
84	C=C(C)C1CC=C(C)/C(=N\NC(=O)c2ccncc2)C1 (stereo unspecified)	102	114	125	109	96

item	SF-295	SF-539	786-0	PC-3
73	104	98	102	93
74	109	98	101	105
75	86	-47*	80	73
76	98	99	86	75
77	89	96	99	69
78	97	104	77	92
79	78	21	-12*	25
80	97	94	92	102
81	96	101	94	89
82	97	100	97	107
83	28	96	107	85
84	77	93	108	101

# Carrying on:
item	SMILES	SN12C	DU-145	SF-268	U251	UO-31
85	NC(=N\N=C/c1ccccc1[N+](=O)[O-])/C(N)=N\N=C/c1ccccc1[N+](=O)[O-]	108	107	100	108	116
86	N#Cc1ccc(-n2nnc3ccccc32)cc1C#N	101	94	105	91	89
87	O=C1N/C(=N\c2nccs2)S/C1=C\c1ccc([N+](=O)[O-])cc1	12	40	20	7.9*	13
88	Cc1ccc2c(c1)C(=O)/C(=C/c1c([N+](=O)[O-])ncn1C)O2	99	101	105	97	75
89	Cc1nn(-c2ccc(Br)cc2)c2ncnc(Nc3ccc(OCc4c(-c5ccccc5)no[n+]4[O-])cc3)c12	91	110	104	102	82

item	SF-295	SF-539	786-0	PC-3
85	105	97	103	102
86	91	101	99	101
87	15	4.7*	20	18
88	95	101	96	98
89	88	90	122	91
